RXFP1 antag – qHTS Assay for Antagonists of the Relaxin Receptor RXFP1. HEK293-RXFP1, relaxin-stimulated cAMP HTRF, 30 min; hits give low values. AID 1259400, 2018. 0.59% of 350,000 active. activity change, negative = inhibition, % at 57.5 µM;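 active means activity change of -60% or lower, but not beyond a set lower limit; inconclusive means change between -60% and -40%, or beyond the set limit; inactive means change above -40%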; further: on the % scale 0 is the no-effect control and ±100 the full control effect
POLI inh – qHTS for Inhibitors of Polymerase Iota | Pol iota fluorescent replication assay, 10 min | Potency, µM (top dose mostly 115 µM), inactives show at the highest dose activity, negative = inhibition, most hits filed as inhibitors | 1% of 390,000 active; further: potency means the concentration at half of the fitted maximal effect
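Fluorescent replication assay read twice, at 0 min and 10 min after adding 50 nM (final) substrate. Enzyme (10 nM) and compounds were first incubated 15 min at room temperature; enzyme-free buffer wells were negative controls.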
Pol kappa inh – qHTS for Inhibitors of Polymerase Kappa. DNA polymerase kappa (Homo sapiens), Q9UBT6. purified Pol kappa, fluorescent DNA synthesis assay, 10 min. Potency, µM (doses to about 107 µM), for the others: top-dose activity, negative = inhibition, hits mostly inhibitors. 0.53% of 400,000 active. AID 588579, 2011; further: potency means the concentration at half of the fitted maximal effect; on the % scale 0 is the no-effect control and ±100 the full control effect
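Inhibition of 10 nM Pol kappa is measured by a fluorescent read-out at 0 and 10 min following addition of 50 nM substrate (final), with a 15-min room-temperature compound preincubation.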
PGK inhibitor – qHTS Assay to Find Inhibitors of Phosphoglycerate Kinase | Phosphoglycerate kinase, glycosomal (Trypanosoma brucei brucei), P07378 | PGK/GAPDH coupled, Kinase-Glo luminescence, 60 min | Potency, µM (series often up to 57.5 µM), without a hit: at the highest dose activity change, negative = inhibition, usual class: inhibitors | 0.043% of 380,000 active | AID 602233, 2012; further: potency means the concentration at half of the fitted maximal effect; on the % scale 0 is the no-effect control and ±100 the full control effect; nearly all actives have a fitted effect of over 60% in size
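Luminescent ATP detection (Kinase-Glo Plus) follows a 60-minute room-temperature incubation, with wells lacking PGK as controls. Buffer: 100 mM TEA (pH 7.6), 5 mM MgCl2, 0.01% Tween-20. Coupling enzyme GAPDH (100 nM final) supplies unstable 1,3-BPG in-well.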
BLM helicase inh – qHTS Assay for Inhibitors of Bloom's syndrome helicase (BLM) | RecQ-like DNA helicase BLM (Homo sapiens), P54132 | recombinant BLM DNA unwinding, fluorescence dequenching | Potency, µM (highest dose often 56.1 µM), without a hit: top-dose activity change, negative = inhibition, actives largely listed as inhibitors | 0.2% of 350,000 active | AID 2528, 2010;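 further: potency means the concentration at half of the fitted maximal effect; plate controls were vehicle for no effect and no enzyme for full effect; nearly all actives have a fitted effect of over 35% in size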
APEX1 inh – qHTS Assay for Inhibitors of the Human Apurinic/apyrimidinic Endonuclease 1 (APE1); recombinant APE1, TAMRA/BHQ-2 abasic DNA cleavage fluorescence; DNA repair nuclease/redox regulator APEX1 (Homo sapiens), P27695; 0.35% of 350,000 active; Potency, µM (top dose mostly 65.8 µM), inactives show at the highest dose activity change, negative = inhibition, actives largely listed as inhibitors;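 further: potency means the concentration at half of the fitted maximal effect; plate controls were vehicle for no effect and reference inhibitor for full effect; nearly all actives have a fitted effect of over 55% in size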
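Kinetic fluorescence read (525 ex/598 em nm, three reads 60 s apart) of AP-site incision; signal = third minus first read. Enzyme 0.75 nM, dual-labelled THF duplex 50 nM, compound preincubation 15 min RT.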
POLB inh – qHTS Assay for Inhibitors of DNA Polymerase Beta; 1.3% of 340,000 active; Potency, µM (highest dose often 114 µM), inactives show at the top dose activity change, negative = inhibition, most hits filed as inhibitors; Pol beta primer extension/strand displacement, fluorescence kinetic; further: potency means the concentration at half of the fitted maximal effect; on the % scale 0 is the no-effect control and ±100 the full control effect
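Preincubation: enzyme (10 nM) with compound, 15 min, RT. Reaction: substrate added to 50 nM final. Reads: 0 and 10 min. Analysis: normalized, Hill fit.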
Apoferritin bind – qHTS Assay for Identification of Novel General Anesthetics; AID 485281, 2010; Ferritin light chain (Equus caballus), P02791; Potency, µM (highest dose often 77.5 µM), inactives show at the top dose activity change, negative = displacement, hits mostly inhibitors; 0.074% of 350,000 active; apoferritin/1-aminoanthracene competitive binding, fluorescence; further: potency means the concentration at half of the fitted maximal effect; on the % scale 0 is the no-effect control and ±100 the full control effect; nearly all actives have a fitted effect of over 20% in size
Target sequence (P02791 2-175 limits assumed): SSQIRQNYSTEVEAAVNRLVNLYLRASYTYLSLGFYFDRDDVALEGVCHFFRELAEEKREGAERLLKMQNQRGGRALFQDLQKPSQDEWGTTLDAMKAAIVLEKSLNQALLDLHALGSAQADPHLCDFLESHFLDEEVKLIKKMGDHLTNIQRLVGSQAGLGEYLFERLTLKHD
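Read-out: endpoint 1-AMA fluorescence, excitation 380 nm and emission 535 nm, after compounds sit 10 min at room temperature with 10 uM horse-spleen apoferritin in 50% saturated 1-AMA/PBS. Values come from four-parameter Hill fits.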
Pol eta inh – qHTS for Inhibitors of Polymerase Eta. DNA polymerase eta (Homo sapiens), Q9Y253. recombinant Pol eta, fluorescent DNA replication assay. Potency, µM (highest dose often 114 µM), without a hit: at the highest dose activity change, negative = inhibition, hits mostly inhibitors. 1.2% of 390,000 active. AID 588591, 2011; further: potency means the concentration at half of the fitted maximal effect; on the % scale 0 is the no-effect control and ±100 the full control effect
Target sequence (Q9Y253 whole entry, looked up): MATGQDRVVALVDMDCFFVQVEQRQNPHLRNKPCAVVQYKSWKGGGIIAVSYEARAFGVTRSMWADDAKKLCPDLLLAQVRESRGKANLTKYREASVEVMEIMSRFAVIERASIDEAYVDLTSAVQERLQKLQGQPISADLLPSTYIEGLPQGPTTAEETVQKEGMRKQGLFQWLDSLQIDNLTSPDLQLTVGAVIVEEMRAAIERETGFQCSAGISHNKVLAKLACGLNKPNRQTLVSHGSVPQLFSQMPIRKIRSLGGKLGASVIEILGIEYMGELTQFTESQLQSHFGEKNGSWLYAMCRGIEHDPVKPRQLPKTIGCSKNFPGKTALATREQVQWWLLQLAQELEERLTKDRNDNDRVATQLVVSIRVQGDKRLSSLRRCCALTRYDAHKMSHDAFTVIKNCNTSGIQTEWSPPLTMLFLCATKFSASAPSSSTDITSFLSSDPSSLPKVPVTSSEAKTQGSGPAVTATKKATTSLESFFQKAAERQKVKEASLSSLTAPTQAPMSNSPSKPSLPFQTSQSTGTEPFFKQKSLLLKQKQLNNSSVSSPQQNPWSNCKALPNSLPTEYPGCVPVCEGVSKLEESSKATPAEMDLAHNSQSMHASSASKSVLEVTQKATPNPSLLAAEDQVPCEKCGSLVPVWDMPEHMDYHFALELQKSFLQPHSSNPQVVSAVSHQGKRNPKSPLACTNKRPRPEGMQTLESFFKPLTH
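Fluorescent replication assay: 50 nM final substrate added after a 15 min room-temperature compound preincubation with 10 nM enzyme. Signal taken at 0 min and again at 10 min.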
Starred values were filed as active, the others as inactive; i = inactive; ? = inconclusive; · = not tested or not shown; [ ] = dose if it differs, or a comment. Unless noted, the call rests on the fitted dose curve; in most records, active means well fitted curve in the direction sought with a large enough effect; inconclusive means small, poorly fitted or top-dose-only effect, or another doubt; inactive means no such curve, though single readings can be large; an effect the other way counts as inactive or inconclusive.

Order of values: Pol kappa inh	PGK inhibitor	BLM helicase inh	APEX1 inh	RXFP1 antag	Pol eta inh	POLI inh	POLB inh	Apoferritin bind
> Cc1nn2c(-c3cccnc3)ccnc2c1-c1ccccc1
    -4%	-1%	-1%	-1%	0	-3%	-9%	-19%	2%
> COc1ccc2cc(C(=O)N(C)CC(=O)Nc3ccccc3Br)ccc2c1
    -9%	1%	·	-2%	1	-6%	-22%	·	·
> CCc1cc2ccc(C)cc2nc1SCC(=O)NC1CCCC1
    6%	-9%	-4%	14%	3	-2%	?	43%	-3%
> O=C(O)CSCC(=O)Nc1cc(C(F)(F)F)ccc1Cl
    -7%	·	-5%	-3%	3	8%	?	30%	-16%
> COC(=O)c1nn(-c2ccc(C)cc2)ccc1=O
    -14%	-5%	-5%	12%	8	-23%	26%	60%[activator]	-6%
> COc1cc2sc(-c3ccccc3OC)c(-c3ccc(OCCN4CCOCC4)cc3)c2cc1OC
    -21%	-2%	·	-16%	·	-19%	-3%	·	·
> O=C(Nc1cc(S(=O)(=O)N2CCOCC2)ccc1Oc1ccc(F)cc1)C1=COCCO1
    -5%	-1%	·	23%	2	-16%	3%	·	·
> O=c1[nH]cc(NCc2ccccc2)c(=O)[nH]1
    -3%	-4%	·	·	1	-7%	15%	·	·
> O=C1NC(=O)/C(=C\c2ccc(OCc3ccccc3)cc2)S1
    13%	-12%	-7%	36%	-2	-5%	?	?	0%
> CC(Nc1nc(-c2ccncc2)nc2ccccc12)c1ccccc1 (stereo not given)
    -3%	i	-2%	33%[activator]	-15	-6%	-1%	0%	-14%
> COc1cc(OC)cc(N(C(=O)c2snc(C(N)=O)c2N)C(C(=O)NCC2CCCO2)c2ccc(C)o2)c1 (stereo not given)
    ·	·	-8%	15%	·	·	·	-13%	-17%
> Cc1ccc(C(=O)N2CCCC(CCC(=O)N3CCN(c4ccccn4)CC3)C2)cn1 (stereo not given)
    -6%	-2%	-4%	25%	2	-1%	35%[activator]	6%	-12%
> CC1(C)CC(=O)C2=C(C1)OC(N)=C(C#N)C2c1ccccc1OC(=O)N1CCOCC1 (stereo not given)
    11%	·	-2%	1%	-8	-8%	24%	68%	-6%
> CCOC(=O)CSc1nc2ccc(NC(=O)CSc3nnnn3Cc3ccccc3)cc2s1
    3%	-9%	-17%	8%	-18	?	7%	?	-19%
> COc1ccc(C(=O)C=CNNC(=O)c2ccc(Cl)cc2)cc1
    -24%	4%	-12%	31%	-39	-1%	41%[activator]	0%	?

New compounds follow.
Order of values: Pol kappa inh	PGK inhibitor	BLM helicase inh	APEX1 inh	RXFP1 antag	Pol eta inh	POLI inh	POLB inh	Apoferritin bind
> C=CCn1c(SCC(=O)N2CCN(c3ccccc3)CC2)nc2c([nH]c3ccccc32)c1=O
    10%	9%	-7%	16%	8	-18%	2%	-4%	-4%
> Cc1c(OC(C)C(=O)O)ccc2c(-c3ccccc3)cc(=O)oc12 (stereo not given)
    -2%	i	-2%	32%	-1	-12%	15%	49%	1%
> Cc1ccc(C(O)c2nccn2C)o1 (stereo not given)
    -5%	·	-2%	-4%	7	1%	53%[activator]	18%	-7%
> Cc1ccc2c(c1)N(C(=O)C1CCN(S(=O)(=O)c3c(C)noc3/C=C/c3ccccc3F)CC1)CCO2
    -12%[60.1 µM]	i	-5%	·	2	-20%	48%[activator]	28%	1%
> O=C(CSc1nc2[nH]c(=O)[nH]c(=O)c2s1)Nc1cccc(F)c1
    -2%	-3%	·	8%	-2	-5%	95%[activator]	·	·
> CCn1c(SCC(=O)NNC(=O)c2ccc(OC)cc2)nnc1-c1cccnc1
    -6%	6%	3%	4%	2	-10%	168%[activator]	1%	-3%
> C/C(CC(=O)NCCCN1CCOCC1)=N\NC(=O)COc1ccc(Cl)cc1
    -1%	0%	-2%	12%	-1	-5%	?	20%	-18%
> O=C(NCCc1ccc(Cl)cc1)c1ccc(CS(=O)(=O)Cc2ccccc2F)o1
    -19%[60.1 µM]	11%	0%	·	-11	-21%	7%	-2%	-12%
> COc1cccc(NC(=O)N2CCN(c3cccc(C)c3C)CC2)c1
    -7%	1%	-23%	1%	-13	-22%	11%	-27%	2%
> Cc1ccccc1CN1C(=O)c2ccccc2Sc2ccc(C(=O)NC(C)c3ccccc3)cc21 (stereo not given)
    -5%[60.1 µM]	-10%	-4%	·	-6	-18%	6%	3%	6%
> COc1ccc(C(c2c(C)n(C)n(-c3ccccc3)c2=O)c2c(C)n(C)n(-c3ccccc3)c2=O)cc1
    7%	-1%	-1%	24%	1	-10%	19%	0%	-7%
> Cc1ccc2nc(NC(=O)C3CC(=O)N(Cc4ccco4)C3)sc2c1 (stereo not given)
    4%	i	-3%	-1%	-2	-12%	13%	1%	-12%
> CCC(C)n1c(=N)c(C(=O)NC2CCCC2)cc2c(=O)n3ccccc3nc21 (stereo not given)
    -1%	-2%	2%	·	·	5%	?	7%	235%[activator]
> CCC(CC)C(=O)Nc1cc([N+](=O)[O-])ccc1Cl
    0%	-4%	-5%	-3%	1	-7%	10%	19%	?
> CS(=O)(=O)c1ccc2nc(NC(=O)c3cccc(NS(=O)(=O)c4ccc(F)c(F)c4)c3)sc2c1
    -13%	-3%	-2%	8%	6	-4%	3%	1%	-14%

Looked up by structure from above (two):
Order of values: Pol kappa inh	PGK inhibitor	BLM helicase inh	APEX1 inh	RXFP1 antag	Pol eta inh	POLI inh	POLB inh	Apoferritin bind
> CS(=O)(=O)c1ccc2nc(NC(=O)c3cccc(NS(=O)(=O)c4ccc(F)c(F)c4)c3)sc2c1
    -13%	-3%	-2%	8%	6	-4%	3%	1%	-14%
> Cc1ccc2c(c1)N(C(=O)C1CCN(S(=O)(=O)c3c(C)noc3/C=C/c3ccccc3F)CC1)CCO2
    -12%[60.1 µM]	i	-5%	·	2	-20%	48%[activator]	28%	1%

Remaining list, next part
Order of values: Pol kappa inh	PGK inhibitor	BLM helicase inh	APEX1 inh	RXFP1 antag	Pol eta inh	POLI inh	POLB inh	Apoferritin bind
> Cc1ccc(/C=C2\SC(=S)N(CCC(=O)NNC(=O)c3ccncc3)C2=O)cc1
    -3%	-5%	2%	-2%	-5	-6%	?	0%	7%
> CC1(C)C(c2ccccc2)=NC(c2ccc(F)cc2)N1O (stereo not given)
    -9%	4%	-1%	-2%	16	-8%	26%	?	-16%
> COc1cc(Nc2nnc(C)s2)c(Cl)cc1Cl
    -3%	-6%	0%	10%	0	-8%	15%	14%	-16%
> CCCN1C(=O)C2(c3ccccc31)c1c(oc3ccc(C)cc3c1=O)C(=O)N2CCOC (stereo not given)
    ?	11%	0%	·	·	-10%	?	9%	-8%
> CSc1ncccc1C(=O)OCc1ccc([N+](=O)[O-])cc1
    -10%	-7%	0%	1%	-6	-2%	6%	-17%	-11%
> O=C(Nc1ccc(N2CCN(C(=O)c3ccco3)CC2)c(Cl)c1)c1cccnc1
    -6%	-1%	-1%	-1%	?	-18%	-1%	0%	-18%
> CCOc1ccc(C(C)NC(=O)c2ccccc2OCc2c(C)noc2C)cc1OCC (stereo not given)
    -10%	-1%	-2%	9%	8	-8%	-9%	-2%	1%
> CCCCOc1cccc(C(=O)NC(=S)Nc2cccnc2)c1
    -8%	-1%	-6%	2%	-1	-16%	7%	33%	-5%
> COc1cc2c(cc1OC)CN(C(=O)c1ccccc1C(=O)O)CC2
    -2%	i	-2%	5%	4	-10%	0%	46%	1%
> OC(CN1C2=NCCCN2c2ccccc21)c1ccc(Br)cc1 (stereo not given)
    -12%	-3%	12%	4%	-6	-3%	20%	-22%	-6%
> CCOC(=O)c1sc(=NC(=O)CCS(=O)(=O)c2ccccc2)n(C)c1C
    -4%	-2%	-5%	-3%	-6	-25%	71%[activator]	9%	-7%
> Cc1cc(=O)n2nc(N3CCC(C(=O)NCCc4ccccc4)CC3)sc2n1
    -7%	i	-2%	18%	-9	-4%	6%	-15%	-13%
> CCN(Cc1ccccc1)C(=O)Cn1cnc2c1c(=O)n(C)c(=O)n2C
    4%	-2%	3%	0%	30	-15%	-6%	1%	-10%
> O=C(/C=C/c1ccc(S(=O)(=O)N2CCOCC2)cc1)NCCc1ccc(C(F)(F)F)cc1
    -3%	0%	·	-10%	2	-6%	29%	·	·
> O=C(O)c1nc2ccccc2nc1C(=O)O
    -5%	-5%	-4%	-4%	-2	-1%	50%[activator]	-18%	-1%

Further results follow:
Order of values: Pol kappa inh	PGK inhibitor	BLM helicase inh	APEX1 inh	RXFP1 antag	Pol eta inh	POLI inh	POLB inh	Apoferritin bind
> Cc1nc2ccc(NS(=O)(=O)c3ccccc3Cl)cc2s1
    -1%	-9%	·	25%	-7	-18%	24%	·	·
> CCOC(=O)C1=CC[C@]2(C)c3c(c4ccccc4n3C)C(=O)C1N2C
    -5%	-4%	·	15%	·	-9%	4%	·	·
> CC(=O)OCC1OC(n2c(Br)nc3c(=O)[nH]c(N)nc32)C(OC(C)=O)C1OC(C)=O (stereo not given)
    -4%[60.1 µM]	·	1%	-2%	·	·	·	·	-12%
> COc1ccccc1-c1nnc(C2CCN(S(=O)(=O)c3ccc(CC(C)C)cc3)CC2)o1
    -4%	-15%	-6%	·	-17	-17%	60%[activator]	1%	76%[activator]
> COc1ccc2c(COC(=O)CNS(=O)(=O)c3ccccc3)cc(=O)oc2c1
    -11%	7%	·	24%	5	?	2%	·	·
> CC(=O)Nc1ccc(S(=O)(=O)Nc2cccc3[nH]ncc23)cc1
    -4%	-3%	-3%	15%	0	-22%	118%[activator]	21%	-2%
> CC1(C)CC(=O)C(C2NCCc3ccccc32)=C(O)C1 (stereo not given)
    -16%	-1%	-5%	3%	1	-6%	-4%	-5%	-9%
> Cc1ccc(Nc2ncnc3c2nc2n3CCCC2)c(Br)c1
    -10%	2%	0%	·	11	-16%	2%	0%	-3%

Screening data from PubChem BioAssay.

These rows are one share of the data, so the mix of outcomes need not match the whole.
